Assay outcomes as filed in PubChem.
Keap1 Nrf2 FP – Keap1-Nrf2 protein-protein interaction inhibitors, primary screen, biochemical, fluorescence polarization, single point; inhibition, % at 9.4 µM; AID 504523, 2011; Kelch-like ECH-associated protein 1 (Homo sapiens), Q14145; Keap1 Kelch-Nrf2 peptide fluorescence polarization, 1536-well; hit rate 0.15% among 340,000; in the data active = inhibition above about 12%;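 note: human Keap1 Kelch domain with fluorescein labeled Nrf2 9mer peptide probe; 0% = neutral control wells and 100% = peptide positive control; higher means more block of Keap1 binding to Nrf2 peptide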
Pemphigus Ab inh – inhibitors of pemphigus antibody binding to DSG3, primary screen, biochemical, bead-based, flow cytometry, scFv-GFP | binding (percent of control), % at 10 µM | hit rate 0.48% among 310,000 | DSG3-coupled beads, scFv-anti-DSG3-GFP binding; stronger effect = lower value | Desmoglein-3 (Homo sapiens), P32926;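 active = binding more than 3 SD below its plate's average and above zero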; note: some compounds called inactive have numbers as strong as hits
Target sequence (P32926 whole entry, looked up): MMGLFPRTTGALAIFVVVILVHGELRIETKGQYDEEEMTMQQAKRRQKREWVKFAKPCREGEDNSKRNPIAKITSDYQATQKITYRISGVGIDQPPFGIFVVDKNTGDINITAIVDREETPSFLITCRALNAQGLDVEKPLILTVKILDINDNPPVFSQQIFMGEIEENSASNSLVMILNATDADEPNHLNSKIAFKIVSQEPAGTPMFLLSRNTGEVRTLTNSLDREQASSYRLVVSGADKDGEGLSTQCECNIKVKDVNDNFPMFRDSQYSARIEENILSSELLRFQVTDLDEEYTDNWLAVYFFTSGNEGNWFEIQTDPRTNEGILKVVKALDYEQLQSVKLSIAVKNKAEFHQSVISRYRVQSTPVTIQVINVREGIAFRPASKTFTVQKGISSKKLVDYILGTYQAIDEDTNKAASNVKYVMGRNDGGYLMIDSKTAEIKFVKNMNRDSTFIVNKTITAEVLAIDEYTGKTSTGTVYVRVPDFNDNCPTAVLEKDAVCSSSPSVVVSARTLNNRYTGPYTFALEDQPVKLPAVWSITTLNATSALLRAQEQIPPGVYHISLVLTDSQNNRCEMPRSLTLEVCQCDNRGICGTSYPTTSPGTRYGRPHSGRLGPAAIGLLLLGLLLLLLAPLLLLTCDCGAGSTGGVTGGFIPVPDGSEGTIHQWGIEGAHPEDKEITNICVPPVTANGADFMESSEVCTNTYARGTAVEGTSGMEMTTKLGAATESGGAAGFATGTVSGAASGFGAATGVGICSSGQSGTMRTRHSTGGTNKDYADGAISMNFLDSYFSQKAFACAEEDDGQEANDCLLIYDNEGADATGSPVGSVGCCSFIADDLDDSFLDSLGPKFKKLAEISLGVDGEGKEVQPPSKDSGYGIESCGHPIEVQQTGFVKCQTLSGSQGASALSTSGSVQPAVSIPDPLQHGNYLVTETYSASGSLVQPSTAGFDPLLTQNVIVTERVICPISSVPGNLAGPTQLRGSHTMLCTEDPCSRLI
Cardiac RTF inh – cardiac RTF calcium sensitivity inhibitors, primary screen, biochemical, IANBD-TnC fluorescence, EC70 calcium; IANBD-labeled cardiac RTF, Ca2+ fluorescence; AID 493244, 2011; hit rate 0.12% among 340,000; inhibition, % at 7.15 µM; Troponin I, cardiac muscle (Homo sapiens) + Troponin T, cardiac muscle (Homo sapiens) + …;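 active = inhibition above the mean inhibition of all tested compounds plus 3 SD, cut at about 17% in these data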;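 note: assay run at fixed EC70 calcium of 1.6 mM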
V-ATPase pH – regulators of yeast V-ATPase proton pumping, primary screen, pHLuorin cytosolic pH fluorescence. S. cerevisiae. response, % at 10 µM. hit rate 0.37% among 350,000. AID 504577, 2011; in the data active = response mostly above about 7.3%, no sharp cut-off; inactive = mostly below about 5.4%; note: actives read high; inactives centre near 0; some compounds called inactive have numbers as strong as hits; reference of the scale not given here
MOR-DOR ag – agonists of OPRM1-OPRD1 heterodimerization, primary screen, cell-based, luminescence | Mu-type opioid receptor (Homo sapiens) + Delta-type opioid receptor (Homo sapiens), … | cells | activation, % at 9.3 µM | hit rate 0.3% among 340,000; in the data active = activation above about 18%;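 note: 0% = vehicle-treated cells and 100% = reference agonist; values of inactives mirror those of a sister screen read the other way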
OPRM1-OPRD1 inv – inverse agonists of MOR-DOR heterodimerization, primary screen, cell-based, luminescence; hit rate 0.21% among 340,000; inhibition, % at 9.3 µM; cell-based MOR-DOR heterodimer luminescence, inverse agonism; Mu-type opioid receptor (Homo sapiens) + Delta-type opioid receptor (Homo sapiens), …; in the data active = inhibition above about 22%, passing the limit was not always enough;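 note: 0% = cells with DMSO and 100% = wells without cells with DMSO; values of inactives mirror those of a sister screen read the other way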
cardiac RTF act – cardiac RTF calcium sensitivity activators, primary screen, biochemical, IANBD-TnC fluorescence, EC20 calcium; Troponin I, cardiac muscle (Homo sapiens) + Troponin T, cardiac muscle (Homo sapiens) + …; IANBD-labeled TnC RTF fluorescence at EC20 calcium; 0% EC20 calcium, 100% full calcium; activation, % at 7.2 µM; hit rate 0.24% among 340,000;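 active = activation above the mean over all tested compounds plus 3 SD, cut at about 30% in these data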;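 note: rise in fluorescence read as greater calcium sensitivity of cardiac thin filaments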
Arrestin-AP2 inh – inhibitors of beta-arrestin/AP2 binding, primary screen, biochemical, GPCR trafficking, flow cytometry; beta-arrestin 1 C-terminal peptide binding to AP2 beta2-adaptin appendage (human); inhibition, % at 10 µM; hit rate 0.31% among 340,000; FITC-arrestin peptide / GST-AP2 beads; AP2 beta2 appendage carries R879A mutation; AID 504490, 2011;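 active = inhibition above a set limit, near 3 SD of compounds lacking own fluorescence, cut at about 54% in these data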;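 note: plate controls were DMSO wells for no effect and 5 µM unlabelled arrestin peptide for full effect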
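Test system: GST-tagged AP2 beta2-adaptin appendage (R879A) on 4 µm glutathione beads; also added: fluorescein-tagged arrestin peptide at 50 nM final; timing: 12 min plus 1 h, RT; signal: flow cytometry, FL1 (488/535 nm); read-out: percent drop in bead-associated FITC signal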
LANA DNA inh – inhibitors of KSHV C-LANA binding to DNA, primary screen, biochemical, fluorescence polarization, FAM-LBS DNA, MBP-C-LANA, single point; Kaposi's sarcoma herpesvirus LANA C-terminal domain (residues 932-1162) DNA binding; inhibition, % at 9 µM; hit rate 0.078% among 340,000; AID 504423, 2011;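 active = highest replicate inhibition at or above 60% at 9 µM, even if other replicates fall short; inactive = all replicates below 60% inhibition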;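 note: 0% = neutral control wells and 100% = 4 µM acridine orange control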
Wnt act – Wnt/beta-catenin pathway activators, primary screen, cell-based, plate reader, single point; Wnt/beta-catenin reporter cell assay, activator; activation, % at 9.35 µM; hit rate 1.2% among 300,000; in the data active = activation above about 30%, passing the limit was not always enough;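 note: 0% = neutral control wells and 100% = positive control wells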
Numbers without * were called inactive; . = no result given.

Arrestin-AP2 inh	Pemphigus Ab inh	Cardiac RTF inh	cardiac RTF act	V-ATPase pH	MOR-DOR ag	Wnt act	Keap1 Nrf2 FP	LANA DNA inh	OPRM1-OPRD1 inv	mol
-0.5	101.6	-0.3	0.7	-2.1	-3.3	-1.2	3.5	-1.9	14.1	O=C1CC(N2CCOCC2)C(=O)N1CCc1ccccc1 (centres undefined)
12.5	108.5	-0.5	1.9	-2.9	1.6	0.8	-1.0	0.4	-8.6	c1ccc(-c2nc(NCCCn3ccnc3)c3oc4ccccc4c3n2)cc1
19.8	111.4	7.0	-1.0	-6.9	-0.6	-3.2	2.9	-0.6	3.4	CC1CN(C(=O)COC(=O)c2ccc(F)cc2Cl)CC(C)O1 (centres undefined)
25.7	100.5	-4.9	-3.6	2.9	-0.7	17.2	0.5	-1.6	4.0	COc1ccc(-c2nc(-c3cccc(C)c3)no2)cc1OC
5.4	100.5	-5.1	4.7	0.0	-0.9	0.8	-1.1	-1.5	4.2	Cc1cccc(N2C(=O)C(Oc3ccc(Cl)cc3Cl)C2C(=O)O)c1C (centres undefined)
1.3	.	-9.8	3.8	1.3	-2.1	-1.4	-0.2	-0.1	10.7	Cc1ccc(NC(=O)c2ccccc2-c2ccccc2C(=O)O)cc1
4.3	96.1	-8.5	14.2	1.3	0.9	0.1	-3.9	-0.2	-4.7	CCNC(=O)C12CCC(C)(C(=O)C1Br)C2(C)C (centres undefined)
-10.2	.	-1.2	-0.4	-1.5	-2.0	.	-1.5	1.7	10.2	CCCNC(=O)COC(=O)c1[nH]c(C)c(C(=O)OCC)c1C
20.2	103.5	-6.8	0.7	2.9	0.3	1.6	-2.8	0.2	-1.7	C=CCNc1nc(C(=O)OCC(=O)Nc2cccc(SC)c2)cs1
-3.0	119.0	3.5	0.1	-1.7	1.6	0.0	1.9	0.1	-8.6	CCOc1ccccc1NC(=O)NNS(=O)(=O)c1ccc([N+](=O)[O-])cc1

The final three records of the section before open the next one:
Arrestin-AP2 inh	Pemphigus Ab inh	Cardiac RTF inh	cardiac RTF act	V-ATPase pH	MOR-DOR ag	Wnt act	Keap1 Nrf2 FP	LANA DNA inh	OPRM1-OPRD1 inv	mol
-10.2	.	-1.2	-0.4	-1.5	-2.0	.	-1.5	1.7	10.2	CCCNC(=O)COC(=O)c1[nH]c(C)c(C(=O)OCC)c1C
20.2	103.5	-6.8	0.7	2.9	0.3	1.6	-2.8	0.2	-1.7	C=CCNc1nc(C(=O)OCC(=O)Nc2cccc(SC)c2)cs1
-3.0	119.0	3.5	0.1	-1.7	1.6	0.0	1.9	0.1	-8.6	CCOc1ccccc1NC(=O)NNS(=O)(=O)c1ccc([N+](=O)[O-])cc1
27.3	101.8	-3.6	3.2	-0.4	-0.7	.	-1.0	-1.6	3.2	Oc1ccccc1-c1cc(-c2cccc(F)c2)n[nH]1
-9.2	107.8	.	.	3.0	.	-1.4	.	.	.	O=C(Nc1nnc(COc2ccc(F)cc2)s1)c1ccco1
-12.8	105.4	-8.3	-2.3	-2.1	-2.5	0.2	-6.5	-0.2	13.9	N=P(N1CCOCC1)(N1CCOCC1)C12CC3CC(CC(C3)C1)C2
25.1	106.3	-4.0	3.4	-3.2	-1.8	.	-0.6	2.3	10.4	Cc1c(C(=O)OCC2CCCO2)[nH]c2c1C(=O)CC(c1ccco1)C2 (centres undefined)
22.5	100.1	-5.2	10.3	3.1	-0.4	-9.6	0.5	-0.6	2.2	CC(=O)c1ccc(N(C(=O)Cn2nnc3ccccc32)C(C(=O)NCc2ccccc2)c2ccccn2)cc1 (centres undefined)
0.5	96.0	1.2	-8.4	-2.0	-3.8	-7.2	1.9	-0.6	20.0	CCCC(NCC(=O)Nc1ccccc1C(=O)NC1CC1)c1ccccc1 (centres undefined)
-0.7	101.9	-3.7	-1.3	2.6	-3.2	-0.6	-3.0	-1.0	17.3	Cc1c(NC(=O)C23CC4CC(CC(Br)(C4)C2)C3)c(=O)n(-c2ccccc2)n1C
-7.1	.	-0.7	-6.2	7.1	-3.3	-5.3	0.3	-2.6	17.5	O=C(COc1ccc(Br)cc1)NC1CC1
4.7	98.6	-6.2	-2.0	1.4	-4.4	0.6	-1.0	-0.8	17.7	N#Cc1ccc(CN2CCN(C(=O)CCNS(=O)(=O)c3ccc(F)c(F)c3)CC2)cc1
37.1	103.4	2.9	-0.5	0.6	-1.4	0.7	5.0	-0.2	5.7	COc1ccccc1N1CC(C(=O)Nc2nnc(SCC(=O)N3CCCC3)s2)CC1=O (centres undefined)

An excerpt from above in order of their number in Keap1 Nrf2 FP, lowest first.
Arrestin-AP2 inh	Pemphigus Ab inh	Cardiac RTF inh	cardiac RTF act	V-ATPase pH	MOR-DOR ag	Wnt act	Keap1 Nrf2 FP	LANA DNA inh	OPRM1-OPRD1 inv	mol
27.3	101.8	-3.6	3.2	-0.4	-0.7	.	-1.0	-1.6	3.2	Oc1ccccc1-c1cc(-c2cccc(F)c2)n[nH]1
25.1	106.3	-4.0	3.4	-3.2	-1.8	.	-0.6	2.3	10.4	Cc1c(C(=O)OCC2CCCO2)[nH]c2c1C(=O)CC(c1ccco1)C2 (centres undefined)
-7.1	.	-0.7	-6.2	7.1	-3.3	-5.3	0.3	-2.6	17.5	O=C(COc1ccc(Br)cc1)NC1CC1
22.5	100.1	-5.2	10.3	3.1	-0.4	-9.6	0.5	-0.6	2.2	CC(=O)c1ccc(N(C(=O)Cn2nnc3ccccc32)C(C(=O)NCc2ccccc2)c2ccccn2)cc1 (centres undefined)
37.1	103.4	2.9	-0.5	0.6	-1.4	0.7	5.0	-0.2	5.7	COc1ccccc1N1CC(C(=O)Nc2nnc(SCC(=O)N3CCCC3)s2)CC1=O (centres undefined)

Next records:
Arrestin-AP2 inh	Pemphigus Ab inh	Cardiac RTF inh	cardiac RTF act	V-ATPase pH	MOR-DOR ag	Wnt act	Keap1 Nrf2 FP	LANA DNA inh	OPRM1-OPRD1 inv	mol
-1.4	95.6	-4.1	8.1	-3.5	1.6	1.5	-2.2	0.7	-7.6	CC(C)(C)n1nnnc1C(c1ccccn1)N1CCN(C(c2ccccc2)c2ccccc2)CC1 (centres undefined)
-7.0	95.8	-14.0	0.8	0.2	-0.4	-3.5	-3.1	-0.8	2.6	CC(Sc1nccn1C)C(=O)Nc1ccc(C(N)=O)cc1 (centres undefined)
1.0	99.6	-0.2	-1.5	3.3	-1.1	.	0.9	-0.9	5.3	COC(=O)[C@H](Cc1ccccc1)NC(=O)NCC1CCCO1 (some centres undefined)
26.9	106.1	-6.9	-4.2	4.5	-1.8	-1.0	3.9	0.9	8.7	CCN(CC)C(=O)Cn1c(=O)n(Cc2ccc(F)cc2)c(=O)c2sccc21
3.9	105.1	-6.6	-4.3	0.4	-1.9	-4.0	0.5	-0.5	7.7	COC(=O)c1ccc(COC(=O)CNC(=O)c2ccc(C)s2)cc1
12.3	.	3.5	6.0	-0.7	-3.5	-3.1	-0.2	-1.3	17.7	O=C(N/C(=C/c1cccs1)C(=O)N1CCOCC1)c1ccco1
4.9	97.6	-11.6	-6.9	0.8	-2.4	.	-3.7	0.3	13.3	COc1ccc(C(=O)N2CCN=C2SC)cc1OC
